AID inh – blocks human AID cytidine deaminase activity; Potency, µM (series often up to 115 µM), for the others: at the top dose activity change, negative = inhibition, hits mostly inhibitors; AID 1347428; AID deamination FRET fluorescence, UDG-coupled, 4 h; Q9GZX7; actives 0.32% (n = 91,000); further: nearly all actives have a fitted effect of over 25% in size
Target sequence (Q9GZX7 whole entry, looked up): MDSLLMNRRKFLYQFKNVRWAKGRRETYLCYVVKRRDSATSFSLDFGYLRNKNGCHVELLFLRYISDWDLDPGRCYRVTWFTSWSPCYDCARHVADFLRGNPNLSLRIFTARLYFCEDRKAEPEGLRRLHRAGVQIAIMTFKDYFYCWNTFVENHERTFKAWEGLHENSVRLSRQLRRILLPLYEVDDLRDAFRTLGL
UDG counterscr – blocks uracil-DNA glycosylase in AID counter-screen; actives 0.14% (n = 91,000); AID 1347430; FRET deamination/UDG coupled assay, UDG read, 4 h; Potency, µM (series often up to 115 µM), for the others: top-dose activity change, negative = inhibition, most hits filed as inhibitors; further: nearly all actives have a fitted effect of over 65% in size
The depositor's hits bear a star; ? = inconclusive; [ ] = dose if it differs, or a comment. The call rests on the fitted dose curve; in most records, active means well fitted curve in the direction sought with a large enough effect; inconclusive means small, poorly fitted or top-dose-only effect, or another doubt; inactive means no such curve, though single readings can be large; an effect the other way counts as inactive or inconclusive. On the % scale 0 is the no-effect control and ±100 the full control effect; potency means the concentration at half of the fitted maximal effect. An excerpt, so the mix of outcomes need not match the whole.

SMILES	AID inh	UDG counterscr
CCC(=O)N1CCc2cc(S(=O)(=O)NCCC(=O)Nc3cccc(SC)c3)ccc21	1%	8%
O=c1oc2ccc(Cl)cc2cc1-c1csc(Nc2cccc(F)c2)n1	-6%	-2%
COc1cc(C#N)ccc1OCC(=O)c1ccc2c(c1)CCC2	-10%	-14%
Cc1c(C(=O)NCCSc2ccc(Cl)cc2)oc2c1C(=O)CCC2	-4%	-6%
COc1ccc(N2CCN(C(=O)c3cc(S(=O)(=O)N4CCCCCC4)cn3C)CC2)cc1	-23%	-11%
CCC(CC)NC(=O)CSc1ccc2c(c1)OCCCO2	-6%	-8%
CNC(=O)c1ccc(NC(=O)CC2C=CCC2)cc1 (configuration not stated)	4%	6%
Cn1c(=O)c2c(ncn2CC(=O)Nc2cccc(F)c2)n(C)c1=O	-9%	-4%
CCc1ccc2oc(C(=O)Nc3cccc(Cl)c3C)cc(=O)c2c1	16%[57.5 µM]	-7%[57.5 µM]
CC(C)c1ccc2oc(-c3ccc(Cl)c(NC(=O)Cc4ccccc4)c3)nc2c1	?	-2%
COc1ccccc1-c1noc(CCCC(=O)Nc2ccccc2)n1	-5%	4%
CCc1ccc(OCCCOc2ccc(Cl)cc2/C=N/NC(=O)c2ccccc2)cc1	-4%	-4%

Entries of single compounds, quoted from the list. Screens in order: AID inh | UDG counterscr
CNC(=O)c1ccc(NC(=O)CC2C=CCC2)cc1 (configuration not stated) as listed: 4% | 6%
CCC(CC)NC(=O)CSc1ccc2c(c1)OCCCO2 as listed: -6% | -8%
CCc1ccc2oc(C(=O)Nc3cccc(Cl)c3C)cc(=O)c2c1 as listed: 16%[57.5 µM] | -7%[57.5 µM]
CCC(=O)N1CCc2cc(S(=O)(=O)NCCC(=O)Nc3cccc(SC)c3)ccc21 as listed: 1% | 8%
Cc1c(C(=O)NCCSc2ccc(Cl)cc2)oc2c1C(=O)CCC2 as listed: -4% | -6%

Further entries follow.
SMILES	AID inh	UDG counterscr
CCc1cc2c(cc3c(=O)n(CC(=O)NC(C)C)nc(CC)n32)s1	-12%	-5%
CSc1ncc(C(=O)NCc2cccc(Br)c2)c(-c2ccccc2)n1	-9%	-10%[57.5 µM]
CCCNC(=O)NNC(=O)C(C)Oc1cccc(C(F)(F)F)c1 (configuration not stated)	-1%	-2%
O=C(O)CCC(=O)N1N=C(c2ccsc2)CC1c1ccc(Br)cc1 (configuration not stated)	-5%	4%
Cc1ccc(Cl)cc1NC(=O)N[C@@H](C(=O)O)C(C)C	-3%	-5%
c1ccc2oc(CSc3ccc4c(c3)OCCO4)nc2c1	-16%	-9%
O=C1C(c2cccc(Br)c2)N(CCc2ccccc2)C(=O)CN1C1CCCCC1 (configuration not stated)	13%	-6%
CCOc1ccc(CCNC(=O)Cn2c(-c3cccs3)cc3cc(F)ccc32)cc1OCC	-4%	-10%
Cn1c(=O)c2c(ncn2CC(=O)OCC(=O)NC(c2ccccc2)c2ccccc2)n(C)c1=O	-17%	-9%
CC(NC(=O)c1ccco1)c1nc2ccccc2n1Cc1ccccc1 (configuration not stated)	7%	-3%
CC(C)Cn1c(Cn2cccn2)nc2cc(NC(=O)COc3ccccc3)ccc21	-10%	?
COc1ccc(OC)c(C(C)NC(=O)Cn2c(=O)cc(C)c3c(C)nn(-c4ccc(C)cc4)c32)c1 (configuration not stated)	5%	8%
O=c1oc2ccccc2cc1-c1nc2ccccc2s1	1%	0%
Cc1ccsc1CNC(=O)Cc1ccc(Cl)c(Cl)c1	-2%	-9%
CCN(CC)CCNC(=O)Cn1nc(-c2ccccc2)c2ccccc2c1=O	-3%	1%
Cc1cc(C)cc(C(=O)Nc2ccc(Cl)c(C(F)(F)F)c2)c1	-8%	-2%
CC(NC(=O)CSc1cccs1)C1CCCO1 (configuration not stated)	2%	1%
Cc1ccc2oc(=O)c3cnn(CC(=O)N4CCN(c5ccccc5)CC4)c3c2c1	-7%	-2%
CC(=O)N1CCCc2cc(S(=O)(=O)N3CCCC(C(=O)NCc4ccccc4)C3)ccc21 (configuration not stated)	9%	-2%
CCOC(=O)c1[nH]c2ccccc2c1NC(=O)c1ccc(OCC)cc1	14%	-6%
O=C(OCc1ccccc1Cl)c1ccc(-c2nnn(Cc3ccccc3)n2)cc1	-28%	?
COC(=O)COc1ccc2c(C)c(CC(=O)OC)c(=O)oc2c1	2%	0%
O=C(CCCc1nc(-c2cccs2)no1)NCc1cccnc1-n1cncn1	-1%	3%
Cc1ccc(Cn2nc(C)c3cc(C(=O)N4CCN(CC(=O)N5CCCC5)CC4)sc32)cc1	2%	-4%

Taken from above:
Result for `O=C(OCc1ccccc1Cl)c1ccc(-c2nnn(Cc3ccccc3)n2)cc1` under AID inh: -28%
Result for `O=c1oc2ccccc2cc1-c1nc2ccccc2s1` under UDG counterscr: 0%

Some of the entries so far, bar-delimited.
molecule | AID inh | UDG counterscr
Cc1ccsc1CNC(=O)Cc1ccc(Cl)c(Cl)c1 | -2% | -9%
CCN(CC)CCNC(=O)Cn1nc(-c2ccccc2)c2ccccc2c1=O | -3% | 1%

(next part)
SMILES	AID inh	UDG counterscr
COC(=O)c1ccc(CNC(=O)c2ccccc2)cc1	-5%	3%
Cc1ccc(NS(=O)(=O)c2ccc3c(c2)CC(C)N3C(=O)C2CCC2)cc1Cl (configuration not stated)	-3%	0%
COc1ccc(CNC(=O)c2ccc3noc(-c4ccccc4)c3c2)cc1OC	-2%	-2%
CCCCN(CC)C(=O)CSc1nc2n[nH]c(C)c2c(=N)n1-c1cccc(Cl)c1	8%	-4%[57.5 µM]
CC(C)Nc1sc(C(=O)c2ccccc2)c(N)c1C#N	30%	-5%
Cc1ccc(C(=O)Nc2nnc(S(=O)(=O)N(C)Cc3ccc(Cl)cc3)s2)cc1	-1%	-8%
Fc1ccc(OCc2nn3c(CSc4ccccc4)nnc3s2)cc1	-21%	?
Cc1nc2nc(SCC(=O)NCCc3ccc(Cl)cc3)nn2c(C)c1Cc1ccccc1Cl	35µM*	-30%
Cc1ccc(C(=O)OCCOc2ccc(C#N)cc2)cc1F	-13%	-5%
O=C(CCC1CCCC1)NCc1ccco1	-6%	-8%
O=C(NNC(=O)C1CCCCC1)c1ccccc1F	2%	-2%
Cc1ccc(OCC(=O)Nc2ccccc2C(=O)OCc2cc(=O)n3ccsc3n2)cc1	5%	5%
Cc1ccc(S(=O)(=O)NCCSc2nnnn2-c2ccc(Cl)c(C(=O)O)c2)cc1	22%	3%
O=C(Nc1ccc(OC(F)(F)F)cc1)C1CCN(S(=O)(=O)c2ccc3[nH]c(=O)ccc3c2)CC1	22%	-12%
COC(=O)CNC(c1ccccc1)c1cc(Br)ccc1NC(=O)c1ccc(Cl)cc1 (configuration not stated)	-4%[57.5 µM]	2%[57.5 µM]
COc1cccc(/C=C2\Oc3cc(OS(C)(=O)=O)ccc3C2=O)c1OC	-5%	14%
COCCCNC(=O)c1ccc(Cn2c(=O)c3ccccc3n(Cc3c(C)cc(C)cc3C)c2=O)cc1	24%	-14%
CCOc1ccc(C(C)=O)cc1COc1ccc2c(CC)cc(=O)oc2c1	-17%	-8%
Cc1cccc(Nc2nc3ccccc3nc2NS(=O)(=O)c2cccc3nsnc23)c1	-14%	-1%
CC(C)(C)c1ccc(C(=O)Nc2nc3nc(-c4ccccc4)cc(=O)n3[nH]2)cc1	?	-8%
Cc1ccc(NC(=O)CCc2ncc(-c3ccccc3F)o2)cc1C	-1%	5%
CC(C)(C)c1ccc(OCC(=O)Nc2ccc(S(=O)(=O)Nc3ncccn3)cc2)cc1	8%	-8%
CCCCC(=O)Nc1nonc1-c1ccc(F)cc1	-2%	4%
Cc1ccc(Cn2c(=O)n(Cc3ccc(Cl)cc3)c(=O)c3cccnc32)cc1	-4%	?
Cn1nccc1C(=O)Nc1sc2c(c1C#N)CCCC2	4%	-3%
CCCC(=O)Nc1cccc(-c2cn3c(C)csc3n2)c1	-21%	-15%
CCc1ccc(NC(=O)CCS(=O)(=O)c2ccc3c(c2)CCN3C(C)=O)cc1	11%	5%
O=C(Cc1cccs1)NC1CC(=O)N(c2ccc(Cl)cc2)C1 (configuration not stated)	7%	-4%
COc1cccc(NC(=O)CSC2=Nc3ccccc3C3=NC(CCC(=O)NCCc4ccccc4)C(=O)N23)c1 (configuration not stated)	?	?
Cc1ccccc1NS(=O)(=O)c1ccc(C(=O)NCc2cccnc2)cc1	3%	0%
CC(C)N(C)S(=O)(=O)c1ccc(NC(=O)c2cc3ccccc3oc2=O)cc1	1%	-1%
COc1cc2c(cc1OC)C(c1ccccc1)N(CC(O)CO)CC2 (configuration not stated)	-2%	-5%
Cc1cccc(S(=O)(=O)c2cn(Cc3ccc(F)cc3)c3cc(N4CCCCC4)c(F)cc3c2=O)c1	-2%	0%
CC(C)(C)c1ccc(CNCCCC(=O)O)cc1	2%	4%
CCOc1ccc(NC(=O)C2CCCN(c3nnc(-n4c(C)ccc4C)s3)C2)cc1 (configuration not stated)	-12%	-10%
CCOc1cccc(CC(=O)N2CCc3c([nH]c4ccccc34)C2c2ccc(C)cc2)c1OCC (configuration not stated)	-25%	-12%[57.5 µM]
NS(=O)(=O)CC(=O)O	6%	11%
COc1ccccc1OCC(=O)NCC1(N2CCOCC2)CCCCC1	3%	-8%
S=C(NCCc1ccccc1)Nc1ccc(Sc2ccc(Br)cc2)cc1	-8%	2%
CC(NC(=O)CSc1nc(-c2cccc(Cl)c2)nc2cc(=O)[nH]n12)c1nc2ccccc2n1C (configuration not stated)	15%	10%
COC(=O)CSc1nc(N)c2c3c(sc2n1)CCCCC3	2%	1%
COC(=O)c1ccc(C)c(S(=O)(=O)Oc2ccc3ccc(=O)oc3c2)c1	-18%	0%
CCC(=O)N1c2ccccc2CC1C(=O)NCCCN1CCN(c2ccccc2)CC1 (configuration not stated)	9%	-5%
CC(=O)N1CCCc2cc(S(=O)(=O)N3CCC(C(=O)NCCC(C)C)CC3)ccc21	-2%	9%
Cc1ccc2c(ccc3ccccc32)n1	-6%	1%
COc1ccc(S(=O)(=O)N2CCN(c3ccccc3)CC2)cc1-c1noc(C)n1	-2%	-2%
O=C(Cn1ncc2c3ccccc3n(Cc3ccccc3F)c2c1=O)NC1CCCCCC1	-1%	-4%
Oc1ccc(Cl)cc1C=Nc1cc(C(F)(F)F)ccc1Oc1ccc(Cl)cc1	-19%	-5%
COC(=O)c1cc2oc(C)cc2n1Cc1ccc(C)cc1	-21%	-13%
CC(C)Oc1ccc(CNC(=O)c2ccc3nc(Cc4ccccc4)oc3c2)cc1	1%	9%
COc1ccc(CN2COc3ccc4c(-c5ccccc5)cc(=O)oc4c3C2)cc1OC	27%	14%
Cc1ccc(C2=Nc3ccccc3NC(c3ccncc3)=N2)cc1	-19%	?
Cc1ccccc1CSc1nc2nccnc2c(=O)n1Cc1ccc2c(c1)OCO2	-20%	1%
O=C(Nc1cccc(Br)c1)C1CCCCC1	-13%	-8%
Cc1cc(C(=O)NCc2cccnc2)sc1C	13%	-1%
O=C(OCc1nc2ccccc2o1)c1cccc(S(=O)(=O)NC2CC2)c1	-3%	-2%
CCCC(=O)Nc1c(-c2cccc3ccccc23)c(=O)c2ccccc2n1C	3%	-7%
CCOc1ccc(Nc2nc3ccccc3c3nnc(CC)n23)cc1	10%	0%
O=C(CSc1nc(=O)n(Cc2ccncc2)c2c1CCC2)Nc1ccccc1	15%	14%
O=C1c2[nH]nc(-c3ccccc3O)c2C(c2ccc(Cl)cc2)N1Cc1ccco1 (configuration not stated)	-26%	-8%
(list continues)
SMILES	AID inh	UDG counterscr
Cc1[nH]c2ccccc2c1SCCNC(=O)c1ccccc1F	?	-10%
COC(=O)c1cc(Cl)ccc1NC(=O)Cn1c(C)cc(C)c(C#N)c1=O	47%[activator]	-1%
CCS(=O)(=O)c1ncc(N(Cc2ccccc2)Cc2ccco2)c(C(=O)Nc2cccc(Cl)c2C)n1	-30%	-15%
O=C(c1ccc(Cl)cc1)n1nc(-c2cccnc2)nc1NCc1ccc(F)cc1	-10%	3%
COc1ccc(-c2cn3nc(N4CCCC(C(=O)Nc5ccccc5OC)C4)sc3n2)cc1 (configuration not stated)	?	-5%
O=C(CCSCc1ccccc1Cl)N1CCN(c2ccc(F)cc2)CC1	?	-10%[57.5 µM]
CCN(C(=O)Cn1nc(Cc2cccnc2)c2ccccc2c1=O)c1cccc(Cl)c1	-10%	-6%
CCOc1ccc(N(C(=O)c2ccc(OC)cc2)S(=O)(=O)c2ccc3c(c2)n(C)c(=O)n3C)cc1	?	6%
COc1ccc(C2c3[nH]c4ccccc4c3CCN2C(=O)CCC2CCCC2)cc1 (configuration not stated)	?	-15%[57.5 µM]
Cc1ccc(-c2nn(CC(=O)N3CCCCC3)c(=O)c3ccccc23)cc1S(=O)(=O)N(C)C	-13%	2%
COC(=O)c1ccccc1NC(=O)C1CCCN(c2nnc(C)c3c(C)n(-c4ccccc4)nc23)C1 (configuration not stated)	1%	8%
CC(C)Oc1ccc(CNC(=O)Cn2ncn3nc(-c4cccs4)cc3c2=O)cc1	2%	0%
COc1ccccc1NC(=O)Nc1nnc(N(C)C2CCCCC2)s1	-1%	2%
COc1cc(C2C(=O)N(C3CCCCCC3)CC(=O)N2CCC2=CCCCC2)ccc1OC(C)C (configuration not stated)	4%	-3%[57.5 µM]
CCOC(=O)c1nc(Nc2ccc(Cl)cc2)c2c(C)noc2n1	10%	23%
Cc1cccc(-c2nc(CSCC(=O)NCc3cccs3)c(C)o2)c1	6%	2%
COc1ccc(CCNC(=O)Cc2c(C)c3c(cc(C)c4c(C)coc43)oc2=O)cc1OC	-1%	0%

3 compounds out of the list, ordered by length of the SMILES, falling:
SMILES	AID inh	UDG counterscr
COc1ccc(CCNC(=O)Cc2c(C)c3c(cc(C)c4c(C)coc43)oc2=O)cc1OC	-1%	0%
CC(C)Oc1ccc(CNC(=O)Cn2ncn3nc(-c4cccs4)cc3c2=O)cc1	2%	0%
Cc1cccc(-c2nc(CSCC(=O)NCc3cccs3)c(C)o2)c1	6%	2%
